N370S GC = N370S glucocerebrosidase modulation, Gaucher chaperone candidate; P04062; N370S GC spleen homogenate, 4MU-glucoside fluorescence; Potency, µM (doses to about 59.4 µM), for inactives: top-dose activity change, negative = inhibition, usual class: inhibitors; actives 0.092% (n = 330,000);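 note: 0% = full enzyme activity and -100% = no enzyme basal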
FEN1 inhibitor = inhibitors of human flap endonuclease 1 | P39748 | Recombinant FEN1 flap cleavage, fluorescence, 15 min | Potency, µM (highest dose often 114 µM), inactives show at the top dose activity change, negative = inhibition, hits mostly inhibitors | actives 0.35% (n = 390,000) | AID 588795; note: nearly all actives have a fitted effect of over 65% in size
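FEN1 at 10 nM, compound pretreatment for 15 min (room temperature), 50 nM final substrate to initiate; endpoint reads at 0 and 15 min; DMSO-only plates used as vehicle background.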
GCN5L2 inh = blocks human GCN5L2 histone acetyltransferase; Potency, µM (top dose mostly 58.9 µM), for the others: at the top dose activity change, negative = inhibition, most hits filed as inhibitors; actives 0.21% (n = 390,000); GCN5L2 HAT assay, ThioGlo1 CoA-SH fluorescence; Q92830
Target sequence (Q92830 whole entry, looked up): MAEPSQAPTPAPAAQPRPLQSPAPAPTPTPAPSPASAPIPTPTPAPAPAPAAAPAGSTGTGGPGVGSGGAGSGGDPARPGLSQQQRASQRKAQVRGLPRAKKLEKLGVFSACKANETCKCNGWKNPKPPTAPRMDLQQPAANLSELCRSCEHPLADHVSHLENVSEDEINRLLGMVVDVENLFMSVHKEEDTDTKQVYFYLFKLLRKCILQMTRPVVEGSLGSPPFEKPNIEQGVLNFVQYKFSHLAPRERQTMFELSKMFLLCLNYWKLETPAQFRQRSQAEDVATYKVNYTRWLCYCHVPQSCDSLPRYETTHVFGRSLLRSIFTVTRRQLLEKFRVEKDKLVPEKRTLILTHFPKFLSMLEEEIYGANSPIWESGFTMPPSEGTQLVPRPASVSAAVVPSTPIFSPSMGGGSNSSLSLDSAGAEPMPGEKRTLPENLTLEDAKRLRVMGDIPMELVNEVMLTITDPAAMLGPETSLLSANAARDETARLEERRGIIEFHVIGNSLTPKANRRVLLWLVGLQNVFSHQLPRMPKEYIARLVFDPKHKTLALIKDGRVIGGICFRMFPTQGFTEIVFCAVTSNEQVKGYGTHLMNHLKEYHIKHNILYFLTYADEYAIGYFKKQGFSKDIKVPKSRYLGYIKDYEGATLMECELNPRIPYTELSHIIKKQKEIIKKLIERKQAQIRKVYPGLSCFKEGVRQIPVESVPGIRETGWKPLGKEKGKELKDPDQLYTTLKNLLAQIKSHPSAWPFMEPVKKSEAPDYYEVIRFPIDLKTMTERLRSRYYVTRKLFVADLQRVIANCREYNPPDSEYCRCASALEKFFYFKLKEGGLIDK
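GCN5L2 (20nM final) in 50mM HEPES, 0.1mM EDTA pH 7.5, 0.01% Tween-20 was preincubated 15 min at room temperature with compound, then given ThioGlo1 (50uM), H3(1-25) peptide (75uM) and acetyl-CoA (70uM); CoA-thiol fluorescence (Ex340/Em540) was read at 0 and 20 min.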
Active calls of the source: *; ? = inconclusive; · = not tested or not shown; & = joins results of further samples; [ ] = remark or other dose. Calls come from the whole dose curve; as a rule, active = well fitted curve in the direction sought with a large enough effect; inconclusive = small, poorly fitted or top-dose-only effect, or another doubt; inactive = no such curve, though single readings can be large; an effect the other way counts as inactive or inconclusive. Unless noted, % is set by controls: 0 for no effect and ±100 for the full control effect; potency is the fitted concentration of half-maximal effect. An excerpt, so the mix of outcomes need not match the whole.

FEN1 inhibitor	N370S GC	GCN5L2 inh	compound
-13%	?	0%	CCOC(=O)c1cc(C(=O)OCC)c2ccccn2c1=O
-2%	2%	-4%	Nc1cc(=O)[nH]c(SCC(=O)N2CCc3ccccc3C2)n1
-1%	4%	14%	CS(=O)(=O)N(CC(=O)NCc1ccncc1)c1cc(Cl)ccc1Cl
-3%	8%	5%	CCc1cc(CNC(=O)CC2C(=O)NCCN2Cc2c(F)cccc2Cl)on1 (stereo not given)
3%	2%	2%	Clc1ccc(CN2CCN(c3ncccn3)CC2)cc1Cl
-6%	-10%	-6%	CCC(=O)Nc1ccc(-c2ccc(N3CCCCC3)nn2)cc1
-20%	·	-12%	COC(=O)N[C@@H]1C[C@H]2[C@@H]3CC[C@H]4C[C@@H](OC)CC[C@]4(C)[C@H]3CC[C@@]12C
-4%	-3%	-13%	Clc1ccc(-c2nnc(-c3ccccc3)nc2N2CCSCC2)cc1
0%	4%	-12%	Cc1ccc(NC(=O)c2cc(-c3cccc(O)c3)on2)cc1C
-17%	5%	4%	COn1c(-c2ccccc2)nc2ncccc21
-5%	·	-8%	Cc1ccc(CSc2nc3ccc(NC(=O)COc4ccccc4F)cc3s2)cc1
-8%	·	-2%	Cc1cc(C)c(Cn2c3ccccc3c3cnn(CC(=O)NCc4cccs4)c(=O)c32)c(C)c1
-6%	-20%	-9%	O=C(CCCN1C(=O)/C(=C\c2cccs2)SC1=S)Nc1ccc(O)cc1
3%	-3%	-10%	COc1ccccc1N1CCN(S(=O)(=O)c2ccc(Cl)cc2)CC1
17%	-11%	-10%	CC1Cc2cc(/C(O)=C3\C(=O)C(=O)N(Cc4cccnc4)C3c3ccccc3F)ccc2O1 (stereo not given)
-3%	2%	-3%	Cc1nnc(SCc2nc3ccccc3s2)n1N
5%&14%	?	3%&-11%	Cc1cccc(NC(=O)Nc2ccc(Br)cc2)n1
13%	·	1%	O=C(COC(=O)c1cccnc1Cl)NC(=O)NC1CCCCC1
-26%	-4%	-17%	Nc1c(C=C2C=CC(=O)C=C2)c(=O)nc2sc(CC(=O)N3CCCCC3)nn12
·	6%	-11%	O=C(CN1CCC(NC(=O)c2ccco2)CC1)Nc1ccccc1[N+](=O)[O-]
20%	-10%	-1%	CCOC(=O)c1c(NC(=O)Cn2cnc([N+](=O)[O-])n2)sc(C)c1C
-7%	-4%	0%	Cc1nc(C(F)(F)F)c(C(=O)O)cc1-c1nc(-c2ccccc2)cs1
0%	·	-7%	CCOC(=O)/C=C/[C@H]1CCc2cccc(Cl)c2O1
7%	-4%	0%	FC(F)(F)c1cccnc1-n1cncn1
-2%	-8%	-5%	O=S(=O)(CCc1ccncc1)c1ccc(Cl)cc1
-7%	7.9µM*	2%	COc1cc(/C=N/N=C(N)N)ccc1OCc1ccc(Cl)cc1
-6%	13%	-3%	COC(=O)Cc1cc(=O)n2[nH]cnc2n1
1%	22%	2%	CC1CCN(C(=O)C(Cc2ccccc2)NS(=O)(=O)c2ccc3c(c2)oc(=O)n3C)CC1 (stereo not given)
-17%	·	-8%	Cc1ccc(-c2nn(CCC(=O)Nc3ccc(Cl)c(Cl)c3)c(=O)c3ccccc23)cc1
0%	·	-3%	CN1CCN(C2CCN(c3ccc(Nc4nnc(Cl)c(Nc5ccccc5S(C)(=O)=O)n4)c(OC(CF)CF)c3)CC2)CC1
-3%	-15%	-5%	CCc1ccccc1N(C)S(=O)(=O)c1ccc2[nH]cc(C(=O)N3CCc4ccccc43)c(=O)c2c1
?	·	?	O=C(Nc1sc2c(c1C(=O)Nc1cccc(Cl)c1)CCCC2)c1cccs1
6%	8%	-9%	COc1ccc(S(=O)(=O)N2CCOCC2)cc1NC(=O)COC(=O)c1ccc(C)s1
5%	3%	-6%	CC(OC(=O)CCN=C1NS(=O)(=O)c2ccccc21)C(=O)N(C)C1CCCCC1 (stereo not given)
·	8%	-9%	COc1cccc(Cn2c(=O)c(-c3ccc(Cl)cc3)nc3cnc(N(C)C)nc32)c1
3%	-19%	1%	N/C(=N\c1nc2ccccc2o1)NC(=O)c1cccc(Br)c1
8%&0%	-1%	-6%	COC(=O)Cn1c(CCS(=O)(=O)c2ccc(C)cc2)nc2ccccc21
-6%	·	-23%	CC(CNC(=O)Cn1ncc2c3ccccc3n(Cc3cccc(Cl)c3)c2c1=O)c1ccccc1 (stereo not given)
-4%	18%	-20%	CSc1ccc(S(=O)(=O)NC2CCCCCC2)cc1
-17%	-5%	-5%	Cn1c(/C=C/c2ccc(Cl)cc2)c([N+](=O)[O-])c(=O)n(C)c1=O
-18%	?	-16%	COC(=O)C1=CN(Cc2ccc(F)cc2)C=C(C(=O)OC)C1c1cc(OC)c(OC)c(OC)c1
-9%	3%	-4%	O=C(Cn1cnc2c(nnn2-c2ccccc2)c1=O)NCCc1ccccc1
4%	20%	4%	CC1=NN(c2nc(-c3ccc(C)cc3)cs2)C(=O)C1N=Nc1cccc(C)c1 (stereo not given)
-2%	·	1%	Cc1c(Cl)cccc1-n1c(CCC(=O)O)ccc1-c1cccs1
-3%	1%	-17%	Nc1cc(=O)[nH]c(SCC(=O)NC2CCCc3ccccc32)n1 (stereo not given)

7 entries picked at random from those above:
FEN1 inhibitor	N370S GC	GCN5L2 inh	compound
-17%	·	-8%	Cc1ccc(-c2nn(CCC(=O)Nc3ccc(Cl)c(Cl)c3)c(=O)c3ccccc23)cc1
-3%	1%	-17%	Nc1cc(=O)[nH]c(SCC(=O)NC2CCCc3ccccc32)n1 (stereo not given)
8%&0%	-1%	-6%	COC(=O)Cn1c(CCS(=O)(=O)c2ccc(C)cc2)nc2ccccc21
-20%	·	-12%	COC(=O)N[C@@H]1C[C@H]2[C@@H]3CC[C@H]4C[C@@H](OC)CC[C@]4(C)[C@H]3CC[C@@]12C
?	·	?	O=C(Nc1sc2c(c1C(=O)Nc1cccc(Cl)c1)CCCC2)c1cccs1
6%	8%	-9%	COc1ccc(S(=O)(=O)N2CCOCC2)cc1NC(=O)COC(=O)c1ccc(C)s1
-2%	2%	-4%	Nc1cc(=O)[nH]c(SCC(=O)N2CCc3ccccc3C2)n1

Entries of single compounds from above.
N/C(=N\c1nc2ccccc2o1)NC(=O)c1cccc(Br)c1 is listed as FEN1 inhibitor: 3%; N370S GC: -19%; GCN5L2 inh: 1%
CCc1ccccc1N(C)S(=O)(=O)c1ccc2[nH]cc(C(=O)N3CCc4ccccc43)c(=O)c2c1 is listed as FEN1 inhibitor: -3%; N370S GC: -15%; GCN5L2 inh: -5%

Other results
FEN1 inhibitor	N370S GC	GCN5L2 inh	compound
15%	5%	1%	COCc1c(C(=O)OC)nnn1-c1ccccc1
4%	-2%	1%	O=C(Nc1ccc(F)cc1F)NC1CC1
25%	-1%	-9%	COc1ccc(S(=O)(=O)n2nc(C)cc2C)cc1OC
-23%	-28%	-1%	Cc1ccc(-n2ncc3c(NCc4ccc5c(c4)OCO5)ncnc32)c(C)c1
-21%	·	-6%	COc1cc(NC(=O)c2nc3ccccc3nc2C)cc(OC)c1OC
3%	·	2%	Cc1cc(C)n2c(Nc3ccc(Cl)cc3)c(-c3ccsc3)nc2n1
-5%	4%	-12%	CCOC(=O)C(=CNc1cccc(C)c1C)C(=O)OCC
-6%	-16%	-13%	COc1cccc(CCNC(=O)CC2C(=O)NCCN2CC(C)(C)C)c1 (stereo not given)
5%	-1%	-2%	CCN1CCN(S(=O)(=O)c2ccc3ccccc3c2)CC1
-1%	-4%	3%	Cc1cc(C)nc(/N=C(\N)N(Cc2ccccc2)Cc2ccccc2)n1
-9%	10%	-7%	CCN(CC)C(=O)C(=O)Nc1cccc(Br)c1
16%	·	-7%	CCOc1ccc(-n2ccnc2SCC(=O)Nc2nc3ccc(C)cc3s2)cc1
?	·	-3%	Cc1ccccc1CN1C(=O)C(O)(c2c[nH]c3ccccc23)c2cc(Cl)ccc21 (stereo not given)
-2%	-13%	1%	O=C(Oc1ccc(C(=S)N2CCOCC2)cc1)c1ccccc1
-8%	-5%	-20%	Cc1ccc(/C=N/NC(=O)c2nnn(-c3nonc3N)c2CNc2ccccc2)cc1
5%	-1%	-2%	COc1ccc(N(C(=O)CCl)C(C(=O)NCCc2ccccc2)c2cccs2)cc1Cl (stereo not given)
-4%	·	0%	Cc1ccc(NC(=O)COC(=O)Cn2cnc3c2c(=O)n(C)c(=O)n3C)cc1
10%	-1%	?	O=C(O)C1CCCCC1C(=O)Nc1cccc(Cl)c1Cl (stereo not given)
10%&-2%	2%	-1%&-5%	COc1ccc(CNC(=O)CCNS(=O)(=O)c2cccc3nsnc23)cc1
-22%	·	-16%	CN(C)S(=O)(=O)c1ccc(C(=O)Nc2ccc(-n3nncc3-c3ccccc3)cc2)cc1
4%	-9%	-9%	CCOC(=O)C1(CCCc2ccccc2)CCN(S(C)(=O)=O)CC1
-1%	-25%	21%	CC(C)Oc1ccc(C(CCN)C2CCCCC2)cc1 (stereo not given)
-6%	-15%	-4%	Cc1sc2ncnc(NCCCO)c2c1C
7%	·	1%	COc1ccc(CNC(=O)COC(=O)c2ccc3ccccc3n2)cc1
18%	18%	-3%	Cc1ccc(N(C(=O)c2ccc(S(=O)(=O)N(C)C)cc2)C2C=CS(=O)(=O)C2)cc1 (stereo not given)
9%	2%	-8%	CCOc1ccc(C(=S)N2CCOCC2)cc1OC
2%	·	0%	COC(=O)c1ccc(CNC(=O)CCC(=O)N2CCOCC2)cc1
-11%	·	-3%	Cc1cc(C)cc(N2C(=O)CSC23C(=O)N(CC(=O)NCCc2ccccc2)c2ccccc23)c1 (stereo not given)
-7%	-1%	-6%	O=C(Cc1ccccc1)Nc1nnc(-c2ccco2)o1
-15%	-4%	0%	CC(C)c1ccc(/C=C/c2[nH]c(=O)[nH]c(=O)c2[N+](=O)[O-])cc1
-17%	0%	2%	O=C(CCNC(=O)N1CC(=O)Nc2ccccc21)NCc1cccc(Cl)c1
16%	5%	-4%	Cc1ccc(-n2nc(C)c3c(C)c(CCC(=O)NCc4ccco4)c(C)nc32)cc1
-3%	-2%	-10%[0.501 µM]	Cc1csc(NC(=O)CSc2nnc(CCNC(=O)c3ccc(Cl)c(Cl)c3)n2C)n1
9%	·	16%	O=C(OCC1CCCO1)c1ccc2c(c1)N(Cc1ccccc1Cl)C(=O)c1ccccc1S2(=O)=O (stereo not given)
1%	-2%	-22%	CCCNC(=O)c1cc(S(=O)(=O)N2CCc3ccccc32)cn1C
6%	18%	-8%	O=C1CC(C(F)(F)C(F)(F)C(F)(F)F)=Nc2ccccc2N1
8%	3%	-2%	O=C(CCc1nc2ccccc2c(=O)[nH]1)OCc1nnc(-c2ccccc2)o1
·	-2%	-8%	Cc1nc(C)c(C(=O)C2=C(O)C(=O)N(CCCN(C)C)C2c2ccco2)s1 (stereo not given)
-16%	-14%	7%	CCN1C(=O)C(C)S/C1=N\S(=O)(=O)c1ccc(F)cc1 (stereo not given)
5%	4%	2%	O=c1[nH]c2ccccc2cc1-c1noc(-c2cccnc2)n1
0%	4%	-3%	C=CCSc1ncccc1C(=O)NCCc1ccc(Cl)cc1
29%	-8%	-11%	Clc1ccc(OCCN2CCOCC2)cc1
-12%	·	0%	COc1ccc2c(c1)c1c(c(=O)n(Cc3ccccc3)c(=O)n1Cc1cc(C)ccc1C)n2C
-6%	-3%	0%	CCc1nnc(NC(=O)c2ccc(-c3cccc(C(F)(F)F)c3)o2)s1
17%	-1%	-3%	N/C(=N\NS(=O)(=O)c1ccccc1C(F)(F)F)c1ccccn1
3%	14%	-2%	CSCc1ccc(C(=O)NCc2ccc(C)cc2)cc1
3%	·	0%	CCOC(=O)Cn1c(=O)n(CC2CCCO2)c2nc(-c3ccc(OC)cc3OC)nc(C(N)=O)c21 (stereo not given)
1%	1%	-18%	Cc1ccc(C2(C)NC(=O)N(CC(=O)N3CCN(S(=O)(=O)c4cccs4)CC3)C2=O)cc1 (stereo not given)
-8%	-13%	-20%	O=[N+]([O-])c1ccc(C[n+]2cc(-c3ccc(Cl)c(Cl)c3)n3c2CCCCC3)cc1
-15%	·	-4%	CCCOc1ccc(C(=O)N(Cc2ccc(Cl)cc2)Cc2ccco2)cc1
-12%	4%	3%	Cc1ccc(S(=O)(=O)NCc2nc3ccccc3[nH]2)cc1
1%	22%	-5%	COCCOC(=O)C1=C(C)NC2=C(C(=O)CC(C)(C)C2)C1c1cc2c(cc1Br)OCO2 (stereo not given)
2%	2%	-2%	COc1cc2c(cc1OC)C1(NCC2)C(=O)Nc2ccccc21 (stereo not given)
-6%	26%	-1%	Nn1c(SCC(=O)Nc2ccc(F)c(F)c2)nnc1C1CCCCC1
-14%	2%	-17%	Cc1cccc(C)c1OCC1CNC(=O)O1 (stereo not given)
0%	7%	-24%	CNC(=O)c1c(NC(=O)CCS(=O)(=O)c2ccc(F)cc2)sc(C)c1C
3%	13%	-5%	CCc1cc2c(=O)[nH]c(-c3ccncc3)nc2s1

Screening data as filed in PubChem BioAssay.
